From PubChem
PhoP inhibition: inhibitors of PhoP regulon expression, primary screen, Salmonella Typhimurium, GFP reporter (AID 1863). S. Typhimurium PhoP-regulated promoter GFP reporter, 4 h; higher % means a stronger effect. one-dose inhibition, % at 50 µM; IC50 in µM for titrated hits. 300,000 tested, 0.16% active;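 active = inhibition over 29.93%, a cutoff 3 SD above the screen mean, later confirmed by dose response; inconclusive = inhibition over 29.93% but no dose response follow-up; inactive = inhibition at most 29.93% or unconfirmed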;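 also: 0% = low Mg2+ inducing control and 100% = high Mg2+ repressing control; strong numbers were not always called active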
Rac1 GTP hydrolysis: MgcRacGAP GTPase-activating activity inhibitors, confirmation, biochemical, ADP Hunter fluorescence; 340,000 tested, 0.6% active; AID 624330; MgcRacGAP-stimulated Rac1 GTP hydrolysis, ADP Hunter fluorescence; higher % means a stronger effect; GST-tagged Rac1 F28L mutant substrate; one-dose inhibition, % at 30 µM; IC50 in µM for titrated hits;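 active = first-screen hits whose inhibition reached a set limit at any dose in the follow-up dose series; inconclusive = inhibition above the set first-screen limit but never retested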;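 also: fluorescence reports GDP produced by GAP-driven GTP hydrolysis; strong numbers were not always called active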
Dengue-2 NS5 capping: Dengue-2 NS5 methyltransferase inhibitors, primary screen, biochemical, confirmation dose response (AID 588689) | one-dose inhibition, % at 25 µM; IC50 in µM for titrated hits | 340,000 tested, 0.3% active | Dengue-2 NS5 methyltransferase capping enzyme assay, biochemical; higher % means a stronger effect; in the data active = a potency from the dose series; inconclusive = inhibition above about 29% without an active follow-up result
GPR55 antagonists: inhibition of LPI-stimulated GPR55 beta-arrestin translocation – imaging, U2OS, beta-arrestin-GFP, LPI agonist, primary screen (AID 2013). inhibition, % at 10 µM, or IC50 in µM where a hit was titrated. 290,000 tested, 0.13% active. U2OS GPR55 beta-arrestin-GFP translocation imaging, LPI antagonism; higher % means a stronger effect;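 active = spots per cell inhibited over 60%, with over 100 cells counted and total cytoplasm intensity under 500,000; inconclusive = wells with under 100 cells, flagged as likely toxic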;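 also: U2OS cells stably carrying GPR55 and arrestin-GFP stimulated by 5 µM LPI near EC80; imaged beta-arrestin-GFP aggregate spots per cell after agonist stimulation; plate controls were LPI-stimulated DMSO wells for no effect and DMSO wells without LPI for full effect; some results filed as inactive read as strong as hits; confirmed hits need IC50 under 10 µM and bright autofluorescent wells are also inconclusive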
UTI89 phage lysis: inhibition of K1F phage lysis, E. coli UTI89, bacterial capsule biogenesis inhibitors, alamar blue (AID 488966) | E. coli UTI89 K1F phage lysis, alamar blue, 2 h; higher % means a stronger effect | inhibition, % at 100 µM; hits with a dose series show IC50 in µM | 340,000 tested, 0.02% active;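 active = phage lysis inhibition, versus mean bacterial control, above a set limit; inconclusive = no clear call, values can overlap the other calls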;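 also: capsule biogenesis inhibitors block K1F phage lysis so surviving cells raise fluorescence; higher fluorescence means more inhibition of phage lysis; actives were called in the ten point dose series up to 300 µM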
HIV peptide binding: cell-free HIV fusion peptide-binding blockers – biochemical, uHTS, fluorescence dequenching, primary screen (AID 1986); cell-free peptide binding, fluorescence dequenching, 30 min; higher % means a stronger effect; inhibition, % at 20 µM; hits with a dose series show IC50 in µM; 290,000 tested, 0.3% active; in the data active = inhibition mostly above about 52%, no sharp cut-off; inactive = mostly below about 76%; also: some results filed as inactive read as strong as hits
RSV CPE inhibition: inhibition of RSV-induced cytopathic effect – HEp-2 cells, primary 10 µM value included (AID 2391) | HEp-2 cells, RSV-induced CPE inhibition; higher % means a stronger effect | one-dose CPE inhibition, % at 10 µM; IC50 in µM for titrated hits | 310,000 tested, 0.13% active; in the data active = a potency from the dose series; inconclusive = CPE inhibition mostly from about 23% at the one dose, without a potency; inactive = the rest, 99 in 100 with CPE inhibition below about 21%; also: strong numbers were not always called active
SV40 large T antigen: SV40 large T antigen inhibitors, biochemical (AID 1903) | SV40 large T antigen ATPase/helicase inhibition assay; higher % means a stronger effect | inhibition, % at 20 µM; hits with a dose series show IC50 in µM | 310,000 tested, 0.39% active; in the data active = a potency from the dose series; inconclusive = inhibition mostly from about 32% at the one dose, without a potency; inactive = the rest, 99 in 100 with inhibition below about 32%; also: strong numbers were not always called active
GPR35 arrestin U2OS: inhibition of zaprinast-stimulated GPR35 beta-arrestin translocation – imaging, U2OS, beta-arrestin-GFP, zaprinast agonist, primary screen (AID 2058); U2OS GPR35 beta-arrestin-GFP translocation imaging, zaprinast antagonism; higher % means a stronger effect; one-dose inhibition, % at 10 µM; IC50 in µM for titrated hits; 290,000 tested, 0.052% active;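 active = inhibition of at least 50% with at least 30 cells and total cytoplasm GFP at most 10,000,000; inconclusive = under 30 cells or total GFP of 10,000,000 plus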
Starred values were filed as active, the others as inactive; ? = inconclusive; nt = not tested or not shown; [ ] = another dose, or the depositor's remark.

SMILES	PhoP inhibition	Rac1 GTP hydrolysis	Dengue-2 NS5 capping	GPR55 antagonists	UTI89 phage lysis	HIV peptide binding	RSV CPE inhibition	SV40 large T antigen	GPR35 arrestin U2OS
COc1ccc(-c2cc(C(=O)OCC(=O)Nc3cc(C)on3)c3ccccc3n2)cc1OC	5%	8%	5%	9%	-0.3%	-2.1%	2.2%	2%	5%
O=C(Nc1ccc(S(=O)(=O)N2CCCCC2)cc1)c1ccccc1F	0%	3%	-4%	15%	0.3%	-1.2%	?	2%	-9%
CC1CN(C(=O)Nc2ccc3c(c2)OCO3)CC(C)O1 (configuration not stated)	-5%	-5%	-3%	-6%	-1.9%	-0.7%	0.9%	11%	6%
CCOC(=O)c1c(NC(=O)CC(C)C)sc(C(C)=O)c1C	2%	7%	5%	5%	0.2%	1.8%	0.2%	3%	-8%
c1cnc(SCCOc2ccc3c(c2)CCC3)nc1	-4%	8%	-4%	3%	0.3%	-2.6%	5.8%	19%	-23%
CC(C)(C)c1ccccc1OCC(=O)NCc1ccccc1	-3%	-2%	-12%	-5%	-0.2%	1.7%	2.4%	3%	6%
Cn1c(=O)[nH]c(=O)c2c1nc(CN1CCOCC1)n2CCCO	0%	1%	-2%	-4%	-1.3%	-1.3%	nt	2%	12%
CN(C)C(=O)CSc1ncnc2scc(-c3ccccc3)c12	-6%	7%	nt	17%	0.7%	-0.5%	-0.5%	8%	-1%
O=C(NNc1nc2ccccc2s1)c1ccc(F)cc1	18%	11%	-4%	-3%	0.0%	-1.8%	5.0%	23%	-6%
Cc1ccc(S(=O)(=O)NCc2ccccc2)cc1C(=O)N1CCCCCCC1	7%	8%	-7%	nt	1.2%	nt	-0.7%	5%	nt
Cc1ccc(Oc2ncccc2COC(=O)Nc2ccccc2C)cc1	-4%	nt	nt	-4%	nt	-0.5%	1.8%	23%	7%
CCN(CC(=O)NCCCN1CCOCC1)S(=O)(=O)c1cc(Cl)ccc1Cl	12%	8%	-4%	0%	-0.1%	0.3%	0.8%	-1%	0%
COc1ccc(F)cc1S(=O)(=O)Nc1ccncc1	-8%	-5%	-9%	7%	0.2%	-0.2%	0.6%	2%	-5%
COc1ccc(C(C(=O)NC2CCCC2)N(CC2CCCO2)C(=O)Cc2cccs2)cc1OC (configuration not stated)	3%	6%	2%	7%	0.4%	-1.5%	2.0%	20%	-6%
O=C(Cc1ccc(F)cc1)N/N=C/c1ccc(-c2ccc(Cl)c(C(=O)O)c2)o1	6%	-2%	5%	-1%	-0.9%	6.5%	-0.7%	7%	2%
CCc1ccc(/C([O-])=C(/C(=S)NCCN2CCOCC2)[n+]2ccccc2)cc1	7%	-3%	6%	6%	0.2%	0.0%	1.1%	16%	-4%
O=C(Nc1ccc(Cl)cc1)C1=Cc2ccccc2OC1	-1%	16%	0%	-1%	0.2%	0.9%	12%	12%	4%
CCN(c1ccccc1)S(=O)(=O)c1ccc(Cl)c(NC(=O)COC(=O)C2CC2C)c1 (configuration not stated)	3%	5%	-1%	6%	-0.4%	0.9%	1.3%	14%	0%
Cc1cc(C)n(C(=O)CCC(=O)NCc2ccccc2)n1	10%	11%	-4%	0%	-0.1%	0.4%	3.2%	-1%	-1%
CC1(C2CC2)NC(=O)N(CC(=O)NCc2ccc(Cl)cc2Cl)C1=O (configuration not stated)	nt	2%	-8%	nt	0.1%[50 µM]	nt	-0.4%	nt	nt
Cc1ccc(C(=O)O)cc1-c1ccc(/C=C2\SC(=O)N(CC(=O)Nc3ccc4c(c3)OCO4)C2=O)o1	-7%	12%	?	9%	0.0%	69%	2.7%	24%	1%
O=C(NC1CCCCC1)C(c1cccnc1)N(C(=O)c1csnn1)C1CCCC1 (configuration not stated)	4%	5%	-6%	-13%	0.2%	4.2%	0.7%	13%	12%
OC1CCCN(c2c3c(nc4cc(-c5cccc(Cl)c5)nn24)CCC3)C1 (configuration not stated)	11%	2%	-5%	-4%	4.8%	1.1%	2.0%	-9%	-8%
CCn1c(-c2ccoc2C)n[nH]c1=S	2%	7%	-12%	20%	2.0%	-2.5%	7.2%	21%	7%
Cc1ccccc1OCCCCN1CCCCC1	-9%	1%	-8%	4%	-0.2%	0.3%	0.3%	-1%	-5%
CC(C)C(=O)N1CCN(c2ccccc2NC(=O)c2cccc(Cl)c2)CC1	-7%	3%	4%	8%	3.1%	0.0%	2.8%	12%	0%
O=C(NCCO)/C(=C\c1ccco1)NC(=O)c1cccs1	21%	2%	1%	1%	-0.6%	0.4%	0.7%	7%	7%
CC1=Nc2ccccc2N=C(NC(=O)CSc2nnnn2-c2ccccc2)C1c1ccccc1 (configuration not stated)	-3%	12%	-1%	-1%	0.0%	1.2%	8.9%	19%	-6%
O=C(Cn1nc(-c2ccc(Cl)cc2)ccc1=O)NCCN1CCOCC1	8%	2%	-1%	-3%	0.1%	0.8%	1.3%	-2%	6%
COc1ccc(CC(=O)Nc2c3c(nn2-c2cccc(C)c2C)CS(=O)(=O)C3)cc1	-4%	7%	-9%	2%	11%	1.8%	0.0%	8%	4%
COc1ccc(S(=O)(=O)NNC(=O)Nc2ccc(C)cc2C)c(OC)c1	11%	7%	1%	3%	0.4%[50 µM]	-0.8%	1.8%	18%	9%
CC(=O)Nc1ccc(OCC(O)CN2CCCCC2C)cc1 (configuration not stated)	10%	8%	-6%	6%	1.0%	-1.3%	1.0%	24%	-15%
CCOCCCNC(=O)C(NC(=O)c1ccccc1O)c1ccc(Cl)cc1 (configuration not stated)	-16%	-3%	3%	6%	0.8%	-1.4%	1.1%	10%	-9%
COc1cccc(NC(=O)CN2C(=O)NC(C)(CCC(C)C)C2=O)c1 (configuration not stated)	-3%	3%	2%	3%	-0.9%	0.1%	1.5%	6%	-3%
Cc1ccc(-c2nnn(CC(=O)N3CCN(c4nc5ccccc5s4)CC3)n2)cc1	3%	9%	-11%	0%	0.2%	-0.9%	3.0%	13%	7%
CC(C)(C)NC(=O)CN(C(=O)CCC(=O)Nc1nccs1)c1ccc(F)c(Cl)c1	3%	8%	4%	3%	0.4%	-1.3%	-1.1%	19%	5%
CC1CC(C)CN(C(=O)c2nn(C)c3c2CSc2ccccc2-3)C1 (configuration not stated)	nt	8%	-1%	8%	5.6%	0.5%	1.7%	6%	7%
Cc1ccccc1C(=O)N1CCC(C(=O)OCc2ccccc2Cl)CC1	nt	12%	-3%	nt	0.8%[50 µM]	nt	0.2%	nt	nt
COC(=O)Nc1ccc(S(=O)(=O)Nc2cccc3ccccc23)cc1	-16%	0%	-2%	9%	0.5%	-0.6%	13%	12%	-2%
Cc1ccc(CNC(=O)C2CCC(CNc3nc(=S)[nH]c4ccccc34)CC2)cc1 (configuration not stated)	1%	0%	-4%	-4%	0.2%	-0.1%	0.1%	4%	-4%

Part of the list above, bar-delimited.
molecule | PhoP inhibition | Rac1 GTP hydrolysis | Dengue-2 NS5 capping | GPR55 antagonists | UTI89 phage lysis | HIV peptide binding | RSV CPE inhibition | SV40 large T antigen | GPR35 arrestin U2OS
COc1ccc(CC(=O)Nc2c3c(nn2-c2cccc(C)c2C)CS(=O)(=O)C3)cc1 | -4% | 7% | -9% | 2% | 11% | 1.8% | 0.0% | 8% | 4%
COc1ccc(S(=O)(=O)NNC(=O)Nc2ccc(C)cc2C)c(OC)c1 | 11% | 7% | 1% | 3% | 0.4%[50 µM] | -0.8% | 1.8% | 18% | 9%

Continuation:
SMILES	PhoP inhibition	Rac1 GTP hydrolysis	Dengue-2 NS5 capping	GPR55 antagonists	UTI89 phage lysis	HIV peptide binding	RSV CPE inhibition	SV40 large T antigen	GPR35 arrestin U2OS
COc1ccc(C)cc1NC(=S)NC12CN3CN(CN(C3)C1)C2	-3%	nt	nt	-8%	nt	-1.7%	-1.0%	7%	-6%
CC(=O)C1=C(C)NC(=O)NC1c1cccc([N+](=O)[O-])c1O (configuration not stated)	-2%	3%	-9%	13%	0.6%	1.0%	-0.8%	8%	5%
Cc1n[nH]c(=S)n(/N=C/c2ccccn2)c1=O	-9%	14%	-1%	1%	1.3%	-2.2%	-0.6%	8%	13%
CC(C)CC1Nc2ncnc(N3CCN(c4ccccc4)CC3)c2N(Cc2ccccc2)C1=O (configuration not stated)	14%	6%	-8%	nt	4.0%	nt	4.1%	8%	nt
CN(C)C(=O)Oc1ccc[n+](C)c1	1%	5%	-5%	5%	-1.4%	0.0%	-1.1%	6%	-5%
Cc1cccc(OCCSc2nc(N)cc(N)n2)c1	-4%	26%	-2%	2%	0.3%	-0.1%	3.8%	4%	-6%
OCCN1CCN(C(=S)NC2CCCC2)CC1	12%	6%	-12%	-4%	0.0%	0.0%	0.8%	4%	-7%
O=C(CCNS(=O)(=O)c1ccccc1)OCC(=O)c1ccc(Br)cc1	-5%	1%	6%	nt	0.7%[50 µM]	nt	0.6%	15%	nt
CCN(CC)C(=O)Oc1ccc(Cl)c2cccnc12	2%	11%	-6%	4%	0.2%	-0.7%	-0.1%	11%	-6%
Cc1cccc(NC(=O)Cc2noc3ccccc23)c1	-3%	7%	-3%	-2%	0.1%	1.4%	-0.1%	7%	-16%
CCC(NC(=O)Cn1cnc2c(=O)n(C)c(=O)n(C)c21)c1ccccc1 (configuration not stated)	3%	-2%	4%	-6%	-0.2%	1.2%	2.3%	2%	-7%
CN1CCN(CCOC2Cc3ccccc3Sc3ccc(Cl)cc32)CC1 (configuration not stated)	-2%	8%	-3%	6%	1.7%[50 µM]	-0.1%	-1.9%	0%	-9%
CC1CCCN(CC(=O)Nc2ccc(S(=O)(=O)NC3CCCCC3)cc2)C1 (configuration not stated)	8%	-1%	-8%	10%	0.4%	0.1%	12%	16%	-10%
N#C/C(C(=O)N1CCOCC1)=C1/SC(Cc2ccccc2)C(=O)N1c1ccccc1 (configuration not stated)	19%	7%	-1%	8%	0.7%	0.4%	0.5%	12%	-3%
O=C(c1ccccc1Cl)N1CCn2c1nc1ccccc12	0%	10%	-2%	2%	0.5%	-0.6%	3.8%	-3%	-10%
COC(=O)c1ccccc1NC(=O)N1CSC[C@H]1C(=O)OC	19%	7%	0%	-6%	0.1%	-3.4%	2.5%	0%	-16%
CCOC(=O)Cn1c(=O)oc2cc(S(=O)(=O)N3CCN(c4ccccn4)CC3)ccc21	2%	3%	-1%	8%	-0.1%	0.9%	1.5%	31%	-10%
Cc1n[nH]c(C)c1S(=O)(=O)N1CCOCC1	-7%	9%	-5%	2%	0.2%	-1.4%	1.8%	13%	0%

Random draw from the library; any-hit rate near 1.5%.
